PGC1a acetyl inh: inhibitors of PGC1a acetylation signal, primary screen, cell-based, U2OS, AlphaScreen, inhibitor mode | AlphaScreen anti-acetyl-lysine; with virally co-expressed GCN5 acetyltransferase | inhibition, % at 15.6 µM | 350,000 compounds, 0.17% hits | AID 651687, 2012;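 active = every replicate shows inhibition of at least 40%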;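 note: 0% = neutral control wells and 100% = positive control wells; some results beyond the cut were filed as inactive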
C2C12 statin: suppressors of statin myotoxicity in C2C12 myotubes, primary screen, cell-based, single point, plate reader. C2C12 myotubes + simvastatin, ATP luminescence, 48 h; scaled: DMSO 0, geranylgeraniol control 100. 330,000 compounds, 0.78% hits. rescue of ATP level, % at 7.49 µM. AID 602340, 2012;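 active = mean ATP rescue above about 67%, or every replicate alone reaching that limit, limit read from the data, passing the limit was not always enough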;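 note: myotubes were challenged with 10 µM simvastatin during compound exposure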
LGR2 antag: inhibitors of bursicon-induced LGR2 CRE-luciferase signal, primary screen, cell-based, HEK293, CRE-luciferase reporter, bursicon stimulation; inhibition, % at 9.99 µM; bursicon-stimulated, 4 h; 380,000 compounds, 0.35% hits;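 active = drop in luminescence signal, shown as inhibition above about 50% in the replicate tests, limit read from the data, passing the limit was not always enough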;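 note: agonist challenge used bursicon conditioned medium at about half maximal strength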
PAX8 inh HTS: inhibitors of PAX8-driven TPO luciferase reporter, primary screen, RMG-I cells, single concentration | SteadyGlo, 24 h | inhibition, % at 12.6 µM | 360,000 compounds, 1.2% hits | AID 652154, 2013;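 active = mean replicate inhibition at least 60% with every replicate also reaching 60%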;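 note: luciferase light reporting Pax8 driven TPO promoter activity; plate controls were median of neutral control wells for no effect and mitoxantrone controls for full effect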
Cneo AK release: Cryptococcus neoformans cell lysis inducers, primary screen, AK release luminescence, single concentration. C. neoformans lysis, adenylate kinase release luminescence, 4 h; normalised: neutral wells 0, clomiphene wells 100. lysis activity, % at 15 µM. 360,000 compounds, 0.2% hits. AID 651654, 2012;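 active = mean lysis activity across replicates of at least 80%, whatever share of replicates individually reach that level; inactive = mean lysis activity below 80%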
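Material – log-phase Cryptococcus neoformans yeast cells · Input – 5 × 10^6 yeast cells/mL · Medium – fresh YPD growth medium · Doses – single compound concentration per well · Timing – static 4 h at 37 °C with compound, 1 h detection · Detection – adenylate kinase release luminescence · Read-out – signal increase indicating cell lysis · Control set – Clomiphene as positive lysis control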
ARNT-TACC3 inh: disruptors of ARNT/TACC3 protein interaction, primary screen, biochemical, AlphaScreen, single concentration; inhibition, % at 9.99 µM; Transforming acidic coiled-coil-containing protein 3 (Homo sapiens), Q9Y6A5; AlphaScreen His-ARNT PAS-B/GST-TACC3 binding, luminescence; TACC3 fragment carries E629A point mutation; 390,000 compounds, 0.66% hits;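 active = mean inhibition of replicates at least 50% and at least half of replicates each reaching 50%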;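 note: 0% = complete ARNT plus TACC3 wells and 100% = ARNT alone without TACC3; many hits fall short of the cut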
INS-1E GSIS act: GLuc luminescence reporter in INS-1E cells, primary screen for activators of glucose-dependent secretion of insulin. 370,000 compounds, 0.61% hits. activation, % at 16.6 µM. INS-1E GLuc reporter insulin secretion, 2-3 h;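 active = lowest replicate activation of at least 40%, so every replicate reaches that level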;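 note: 0% = median of neutral control wells and 100% = median of IBMX positive control wells; some compounds called inactive have numbers as strong as hits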
PglD inh: C. jejuni PglD acetyltransferase inhibitors, primary screen, biochemical, DTNB colorimetric, single point; UDP-N-acetylbacillosamine N-acetyltransferase PglD (Campylobacter jejuni); purified PglD enzyme, DTNB colorimetric CoA detection; inhibition, % at 12.5 µM; 360,000 compounds, 0.098% hits; AID 602405, 2012; in the data active = inhibition above about 16%, passing the limit was not always enough; note: strong numbers were not always called active
An asterisk follows results filed as active; x = no result given; & = joins results of further samples.

Value order – PGC1a acetyl inh	C2C12 statin	LGR2 antag	PAX8 inh HTS	Cneo AK release	ARNT-TACC3 inh	INS-1E GSIS act	PglD inh
> O=C1CC(c2ccccc2F)c2c(c3ccccc3[nH]c2=O)O1 (configuration not stated)
  -3	6	-15	31	x	-8	2	x
> CN(c1ccccc1)S(=O)(=O)c1ccc(C(=O)NCc2cccnc2)cc1
  1	7	-10	9	-8	x	x	0
> N#Cc1cc2c(nc1SCc1cccnc1)CCC2
  -2	10	x	x	-7	20	x	-3
> CCc1c(O)nc(SCc2ccc(F)cc2)[nH]c1=O
  -3	-7	-16	-3	0	-5	-2	-2
> N/C(=N\OC(=O)c1cccs1)C1(c2ccc(Cl)cc2Cl)CC1
  -6	x	19	-11	2	-2	12	5
> CC1=CC(C)C2COC(c3ccc[n+](C)c3)C1C2C (configuration not stated)
  x	x	49	14	x	6	-2	x
> C[C@H](CO)N1C[C@H](C)[C@H](CN(C)C(=O)Nc2ccccc2)Oc2ncc(C3=CCCCC3)cc2C1=O
  -23	10	12	x	-28	2	-18	5
> Cc1ccc(C)c(NC(=O)CN2C(=O)NC(CCc3ccccc3)C2=O)c1 (configuration not stated)
  -8	-7	11	3	-3	-92	3	-3
> CC[N+](CC)(CC)CC(=O)Nc1c(C)cccc1C
  -6	7	x	1	-3	0	x	-2
> CSCCC(=O)Nc1ccc(C(C)=O)cc1
  x	1	-45	x	8	1	20	-4
> CC(C)c1ccc(NC(=O)CN2C(=O)NC(Cc3c[nH]c4ccccc34)C2=O)cc1 (configuration not stated)
  -1	9	-2	12	0	2	-12	2
> CCOc1ccc(CN(C(=O)/C=C/c2ccco2)C2CCS(=O)(=O)C2)cc1 (configuration not stated)
  -2	11	7	-6	3	1	-3	-3
> COc1ccc(S(=O)(=O)Nc2cc([N+](=O)[O-])ccc2OC)cc1
  5	x	16	19	6	-4	6	2
> Cc1ccccc1S(=O)(=O)NCC[C@@H]1CC[C@@H](NC(=O)C2CCC2)[C@@H](CO)O1
  -25	1	-16	23	56	-2	5	19
> CCN(CC)C(=O)CSc1nnc([C@H](CCSC)NC(=O)OC(C)(C)C)o1
  -15	143*	x	x	-1	-1	x	3
> C[C@H](CO)N1C[C@H](C)[C@H](CN(C)S(=O)(=O)c2ccc(Cl)cc2)Oc2ccc(N(C)C)cc2C1=O
  -10	5	-10	4	1	-35	-5	13
> O=C(Nc1ccccc1)Nc1ncc([N+](=O)[O-])s1
  2	-213	65*	85*	x	2	-57	x
> CC(C)C(=O)Nc1ccc(NC(=O)c2ccco2)cn1
  -5	-10	x	x	-3	-1	x	-3
> Cc1c(C)n2c(SCC(=O)N3CCCC3)nnc2[nH]c1=O
  -10	-3	-13	0	2	2	18	-1
> O=C(NCCCN1CCCC1)c1ccc2c(Cl)c3c(nc2c1)CCCC3
  x	x	15	-18	x	-1	10	x
> CC(C)NC(=O)N(C)C[C@H]1Oc2ccc(NC(=O)Cc3cn(C)c4ccccc34)cc2CC(=O)N([C@H](C)CO)C[C@H]1C
  2	-17	-7	19	-4	8	7	-3
> C[C@H](CO)N1C[C@H](C)[C@H](CN(C)C(=O)Nc2ccccc2)Oc2ccc(N(C)C)cc2CC1=O
  10	-10	3	-3	0	0	-9	-3
> O=C(COc1ccc([N+](=O)[O-])cc1)NC(C(=O)O)C(O)c1cccc([N+](=O)[O-])c1 (configuration not stated)
  x	x	-36	-8	x	1	-6	x
> COc1ccccc1CNC(=O)COC(=O)C1=COCCO1
  4	-8	x	x	-2	3	x	-1
> C=CCc1c(C)nc(SCCC)[nH]c1=O
  -3	5	-3	x	0	-2	38	-5
> CC(C)COC(=O)N1CCCC1C(=O)O (configuration not stated)
  -4	-10	-3	x	1	-1	-1	-4
> Cc1ccc(N(C)C(=O)N2CCN(c3ccccn3)CC2)cc1
  -8	14	2	9	0	x	2	-1
> CCN(CC(=O)NC(C)C)C(=O)c1ccc(Cl)cc1
  x	x	10	9	-1	-18	10	2
> O=C(NCCC1CCCCN1S(=O)(=O)c1ccccc1)C(=O)NCc1ccccc1 (configuration not stated)
  x	-1	-11	25	-1	x	-28	5
> Cc1cccc(/C=C/c2onc(C)c2S(=O)(=O)N2CCC(C(=O)N3CCCCC3)CC2)c1
  -7	-14	x	x	-2	-3	x	1
> CC(C)c1ccc(NC(=O)C[C@H]2CC[C@H]3[C@@H](COc4ccc(NC(=O)Nc5ccc(F)c(F)c5)cc4C(=O)N3C)O2)cc1
  20	-66	x	75*	-5	0	x	1
> CCOC(=O)CSc1nnc(-c2ccc(OC)cc2)n1CC
  -100	11	x	8	-2	-4	x	-19
> COc1ccc(-c2ccccc2[C@H]2[C@@H](CO)N(C(=O)c3cccnc3)[C@H]2C#N)cc1
  -4	x	0	-6	x	x	-2	x
> CNC(=O)c1[nH]cnc1C(=O)Nc1cccc(Cl)c1
  -5	9	-53	-38	-2	0	x	1
> COc1ccc(C)cc1NC(=O)c1cc(S(=O)(=O)N2CCC3(CC2)OCCO3)ccc1F
  0	-16	4	-6	7	-7	-16	0
> Cc1ccc(-c2ccc(CN3C(C)C(=O)N(Cc4cn(CCC5OCCO5)nn4)CCS3(=O)=O)cc2)cc1 (configuration not stated)
  -18	3	3	-27	-1	x	-11	2
> O=C(O)c1cc(-c2ccc(O)cc2)on1
  x	x	13	-3	x	-2	4	x
> C[C@@H]1CN([C@H](C)CO)C(=O)c2cc(NS(=O)(=O)c3ccccc3)ccc2O[C@@H]1CN(C)CC1CC1
  x	-10	1	-1	-58	17	20	0
> COc1ccc(CN(C)C[C@H]2OCCCC[C@H](C)Oc3ccc(NC(=O)Nc4ccc(OC)cc4)cc3C(=O)N([C@H](C)CO)C[C@@H]2C)cc1
  11	x	5	-2	1	10	-18	4
> COc1ccc(NC(=O)N(C)C[C@H]2OCc3ccccc3-c3c(n(C)c4ccccc34)C(=O)N([C@@H](C)CO)C[C@H]2C)c(OC)c1
  -85	36	7	33	-2	11	-7	1
> Cc1ccc(C2CN(C)C3(C(=O)Nc4ccccc43)C23COc2ccccc2C3=O)cc1 (configuration not stated)
  x	x	x	18	-2	4	x	0
> CC1(COS(N)(=O)=O)CCCCC1
  9	-22	x	x	0	4	x	1
> CCOc1ccc(S(=O)(=O)Nc2cc(OC)ccc2OC)cc1
  -4	x	-1	x	x	-11	-10	x
> NC(=O)c1ccsc1NC(=O)COC(=O)CNC(=O)c1cccc([N+](=O)[O-])c1
  x	15	13	-1	3	7	5	-3
> CC(C)NC(=O)c1ccc(-n2nc(C(F)(F)F)c3c2CCCC3)cc1
  x	x	-6	7	x	-11	28	x

Look-ups from above:
Cneo AK release result of CC1(COS(N)(=O)=O)CCCCC1 is entered as 0
Cneo AK release result of NC(=O)c1ccsc1NC(=O)COC(=O)CNC(=O)c1cccc([N+](=O)[O-])c1 is entered as 3

(more compounds)
Value order – PGC1a acetyl inh	C2C12 statin	LGR2 antag	PAX8 inh HTS	Cneo AK release	ARNT-TACC3 inh	INS-1E GSIS act	PglD inh
> CC(Oc1ccc(Br)cc1)C(=O)N1CCC(C(N)=O)CC1 (configuration not stated)
  8	x	-8	12	x	x	-2	x
> CCCN(CC(=O)Nc1ccccc1OC)C(=O)CSC(=S)N1CCCC1
  -20	0	-7	15	-1	15	x	-5
> O=C(CNC(=O)OCc1ccccc1)OC(c1ccccc1)c1ccccc1
  -6	-1	x	-6	-2	-31	x	4
> Cc1ccc(S(=O)(=O)NCC(=O)OCC(=O)N2CC(=O)Nc3ccccc32)cc1
  x	2	5	1	2	-2	x	-2
> CN1C(=O)c2cc(NC(=O)c3ccccc3F)ccc2OC[C@H]2O[C@H](CC(=O)NCc3ccc4c(c3)OCO4)CC[C@H]21
  6	12	5	-1	-2	-13	-19	2
> CCCOc1ccc(NC(=O)C2CC(=O)N/C(=N/N=C(C)/C=C/c3ccc(N(C)C)cc3)S2)cc1 (configuration not stated)
  1	7	2	x	0	5	-2	0
> O=C(CN1C(=O)c2ccccc2S1(=O)=O)NCCc1ccc(F)cc1
  12	-1	-12	6	-1	x	-19	4
> CC(C)C(C(=O)O)N1C(=O)C2C3CCC(C3)C2C1=O (configuration not stated)
  -3	0	-23	-19	1	x	18	2
> CCC(=O)Nc1ccc2c(c1)OC[C@@H](C)N(Cc1ccccn1)C[C@H](C)[C@H](OC)CN(C)C2=O
  4	-1	-1	-3	-1	-4	-6	6
> CCOc1ccc(Nc2cc(Nc3ccccc3OCC)nc(C=C(C#N)C#N)n2)cc1
  5	x	-4	25	3	1	16	-1
> COc1ccc2c(c1OC)C(=O)OC2C1c2c(cc3c(c2OC)OCO3)CCN1C (configuration not stated)
  2&-1	3&4&3	-12&-11&18	6&1	-1&7&-1	-12&1&-4	15	-2&3&5
> CCOc1ccccc1NC(=O)c1ccc(C(=O)Nc2ccccc2OCC)nc1
  x	-9	1	40	-5	-12	-3	5
> CCOc1ccc(N2C(=O)C3CC(C)=C(C)CC3C2=O)c([N+](=O)[O-])c1 (configuration not stated)
  5	2	0	x	0	3	-24	-4
> CCOC(=O)c1ccccc1NC(=O)CSc1nc2[nH]ncc2c(=O)[nH]1
  x	x	-6	-1	x	18	13	x
> O=C(NCc1ccco1)C1Cc2c(-c3ccccc3Oc3ccccc3)ccnc2O1 (configuration not stated)
  x	8	8	34	1	x	-38	5
> CCOC(=O)N1CCN(C(=O)CSCc2ccccc2)CC1
  x	x	-12	-92	x	-9	18	x
> COCC(=O)N(C)C[C@H]1N[C@@](Cc2ccccc2)(C(=O)OC)[C@H]2C(=O)N(Cc3ccccc3)C(=O)[C@@H]12
  6	0	-2	-3	0	8	-19	5
> CCC/C(C#Cc1cc(OC)cc(OC)c1)=C1/c2ccccc2C(=O)N1c1ccccc1
  -1	4	7	8	-2	x	5	4
> N#Cc1cccc(-c2ccc3c(c2)[C@H]2[C@H](CCN2Cc2cncnc2)[C@H](CO)N3)c1
  -8	60	23	24	-3	4	2	-39
> CCOc1ccc(C(=O)NC(=S)Nc2ccccc2N2CCC(C)CC2)cc1[N+](=O)[O-]
  6	-8	x	x	7	-7	x	-1
> COc1cc2ncnc(NCCCN3CCOCC3)c2cc1OC
  1	x	1	-2	x	-4	-4	x
> Cn1c(=O)c2nc(-c3ccccc3)oc2c2ccccc21
  0	10	x	-11	-2	x	x	-1
> COc1ccc(S(=O)(=O)Nc2ccc3c(c2)C(=O)N([C@@H](C)CO)C[C@@H](C)[C@H](CN(C)CC2CCCCC2)OCCCC[C@@H](C)O3)cc1
  0	x	11	-9	9	-12	0	-6
> O=C(O)c1cccc(N2CCCC2=O)c1
  -3	-6	x	x	0	-6	x	3
> O=C(NCC[C@H]1CC[C@H](NS(=O)(=O)c2ccccc2F)[C@@H](CO)O1)c1ccc(F)cc1
  -2	-14	-7&-12	4&-14	-6	-2	5&-2	2
> COc1cccc(C(=O)Nc2cccc(NC(C)=O)c2)c1
  -3	x	x	x	1	-6	x	1
> Cn1c(-c2cccc([N+](=O)[O-])c2)[n+](C)c2ccccc21
  x	x	-4	13	x	4	9	x

Assay outcomes from PubChem.
